# mIAP act – increases mouse intestinal alkaline phosphatase activity; muIAP, CDP-Star luminescence, 30 min; hits give high values; 1 = vehicle-only enzyme signal, 0 = enzyme-free wells; activation factor at 10 µM; 0.24% of 330,000 active;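 active means activation factor of at least 2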; further: the source names both 10 and 20 µM as test concentration; values of inactives mirror those of a sister screen read the other way
#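 also added = chemiluminescent substrate CDP-Star | test system = mouse IAP enzyme | signal = chemiluminescence readout | compound = DMSO-dissolved test compounds | incubation = 30 min at room temperature | benchmarks = DMSO wells, no-enzyme wells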
# hIAP inh – blocks human intestinal alkaline phosphatase; purified IAP, CDP-Star luminescence, 30 min; inhibition, % at 10 µM; 0.12% of 330,000 active;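 active means inhibition reaching a set limit with compound at 10 µM in the primary screen, cut at about 35% in these data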;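 further: plate controls were DMSO wells with enzyme for no effect and no-enzyme buffer wells for full effect; values of inactives mirror those of a sister screen read the other way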
# mIAP block – mouse IAP inhibition; AID 2806; 0.2% of 330,000 active; inhibition, % at 10 µM; purified mouse IAP, CDP-Star luminescence, 30 min;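 active means inhibition of at least 40% at 10 µM in the primary screen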;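 further: plate controls were DMSO with enzyme for no effect and no enzyme wells for full effect; values of inactives mirror those of a sister screen read the other way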
# MIN6 prolif – inducers of beta-cell replication in MIN6 cells | MIN6 cells proliferation, ATPlite luminescence, 48 h; cells starved in 0.2% serum; 100% = growth in 10% serum | proliferation, % at 10 µM | 0.29% of 330,000 active | AID 2380;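 active means compounds whose signal lies at least 3.5 SD above the mean of all wells on their plate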;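 further: 0% = DMSO-treated cells in low-serum medium and 100% = 10% serum control; some compounds called inactive have numbers as strong as hits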
# NLRP3 yeast inh – NALP3 inhibition in yeast; Yeast reconstituted NLRP3/ASC/caspase-1, beta-gal luminescence, 24 h; inhibition, % at 10 µM; 0.39% of 330,000 active; AID 2825;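 active means inhibition of 50% or more; inactive means inhibition below 50%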;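 further: plate controls were induced DMSO wells for no effect and uninduced yeast grown without galactose for full effect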
# SENP1 inh – blocks the human SENP1 SUMO protease catalytic domain; Q9P0U3; recombinant SENP1 catalytic domain, CyPet-SUMO1-YPet FRET cleavage; inhibition, % at 10 µM; 0.21% of 360,000 active;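 active means inhibition at least 30% at 10 µM, raw YFP signal under a set limit, fluorescence ratio 0.5 to 1.5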;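 further: 0% = enzyme with DMSO and 100% = no enzyme wells; some results filed as inactive read as strong as hits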
# Target sequence (Q9P0U3 419-644 limits assumed): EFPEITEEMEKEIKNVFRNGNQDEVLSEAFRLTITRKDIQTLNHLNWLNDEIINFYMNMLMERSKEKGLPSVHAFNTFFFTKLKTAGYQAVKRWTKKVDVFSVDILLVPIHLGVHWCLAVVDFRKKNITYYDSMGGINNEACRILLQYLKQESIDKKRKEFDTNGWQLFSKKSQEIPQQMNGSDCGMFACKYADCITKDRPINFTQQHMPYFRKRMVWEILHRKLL
#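 Material: hSENP1 catalytic domain, recombinant; medium: Tris pH 8 with BME, BSA, NP40 and catalase; compound: single concentration of 10 µM compound, 0.5% DMSO final; technique: FRET read of cyan and yellow fluorescence; timing: 50 min enzyme reaction, room temperature, light-protected; reagent: SFCypet-SUMO1-SFYpet substrate at 25 nM; control set: no-enzyme low, enzyme-DMSO high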
# hIAP act – human IAP activation; P09923; 0.16% of 330,000 active; activation factor at 10 µM; purified human IAP, CDP-Star luminescence, 30 min; hits give high values; 1 = vehicle-only enzyme, 0 = enzyme-free background;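 active means activation factor of the enzyme at least 2-fold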; further: the source names both 10 and 20 µM as test concentration; values of inactives mirror those of a sister screen read the other way
# APOBEC3G inh – APOBEC3G (human) deaminase inhibition. Q9HC16. recombinant A3G, ssDNA deamination FAM/TAMRA fluorescence. inhibition, % at 20 µM. 0.28% of 330,000 active. AID 493012;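 active means inhibition of at least 40% at 20 µM, with no more than 30% in the related APOBEC3A deaminase screen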;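 further: plate controls were DMSO wells with A3G for no effect and wells lacking A3G enzyme for full effect; some compounds called inactive have numbers as strong as hits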
# Target sequence (Q9HC16 whole entry, looked up): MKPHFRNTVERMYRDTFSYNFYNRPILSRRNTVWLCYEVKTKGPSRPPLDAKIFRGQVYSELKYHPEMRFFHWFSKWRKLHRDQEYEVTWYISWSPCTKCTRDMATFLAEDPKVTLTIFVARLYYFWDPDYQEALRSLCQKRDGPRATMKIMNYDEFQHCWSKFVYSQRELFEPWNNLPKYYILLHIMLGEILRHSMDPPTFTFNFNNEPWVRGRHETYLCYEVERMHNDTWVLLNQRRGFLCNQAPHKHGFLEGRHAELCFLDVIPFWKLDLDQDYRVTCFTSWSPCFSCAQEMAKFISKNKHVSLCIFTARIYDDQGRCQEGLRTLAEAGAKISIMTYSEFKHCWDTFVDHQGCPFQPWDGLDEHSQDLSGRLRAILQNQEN
# A3A deaminase – inhibitors of human APOBEC3A DNA deaminase. 0.41% of 330,000 active. P31941. inhibition, % at 20 µM. AID 493011. recombinant A3A, FAM/TAMRA ssDNA deamination fluorescence;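 active means at least 40% inhibition at 20 µM here, with at most 30% in a related deaminase screen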;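 further: plate controls were A3A with DMSO for no effect and wells lacking A3A enzyme for full effect; some results filed as inactive read as strong as hits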
# Target sequence (P31941 whole entry, looked up): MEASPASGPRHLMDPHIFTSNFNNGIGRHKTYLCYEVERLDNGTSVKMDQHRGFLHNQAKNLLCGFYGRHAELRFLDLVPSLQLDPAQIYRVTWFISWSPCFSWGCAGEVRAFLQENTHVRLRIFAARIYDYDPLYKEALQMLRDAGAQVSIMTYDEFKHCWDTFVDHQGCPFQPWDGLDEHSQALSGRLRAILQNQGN
# The depositor's hits bear a star; · = not tested or not shown.
# Under each structure – mIAP act	hIAP inh	mIAP block	MIN6 prolif	NLRP3 yeast inh	SENP1 inh	hIAP act	APOBEC3G inh	A3A deaminase
CC(C)Cc1nnc(NC(=O)CCC(=O)NC2CCCc3ccccc32)s1 (configuration not stated)
 : 1.1	5	-10	-3	5	1	0.95	0	2
O=C(CN1C(=O)NC2(CCCC2)C1=O)N1CCN(c2ccccc2Cl)CC1
 : 1.1	-20	-9	-2	5	1	1.2	-3	2
O=C(NCCS(=O)(=O)c1ccc(Br)cc1)c1ccccc1Cl
 : 1	-17	-3	4	21	1	1.2	5	4
Nc1ncc(S(=O)(=O)c2ccc(Cl)cc2)c(N)n1
 : 0.95	4	5	-1	8	-1	0.96	-6	0
COC(=O)c1scc(S(=O)(=O)C(C)C)c1N/N=C(\C#N)C(=O)c1ccc(Cl)cc1
 : 0.89	14	11	-3	35	2	0.86	-2	0
CCOc1ccc(COC(=O)C2CC(=O)N(CCc3ccccc3)C2)cc1OC (configuration not stated)
 : 1	-10	-3	-2	2	1	1.1	-12	-3
CN(C)S(=O)(=O)c1cccc(CSc2cccc[n+]2[O-])c1
 : 1.1	-8	-6	1	-3	1	1.1	4	8
CCOC(=O)C1CCCN(C(=O)C2CCC(CNS(=O)(=O)c3ccc(NC(C)=O)cc3)CC2)C1 (configuration not stated)
 : 1	-18	-2	-3	10	-1	1.2	-6	-3
N#CC1C(C#N)N2CCCN2C1c1ccc(Br)cc1 (configuration not stated)
 : 0.98	-8	2	-1	10	1	1.1	-2	2
S=C(Nc1ccccc1Cl)N1CCC(c2ccccc2)C1 (configuration not stated)
 : 1	-12	-2	1	14	2	1.1	-1	2
CCOC(=O)CC1C(=O)NCCN1c1nc2c(C)cccn2c(=O)c1/C=C1\SC(=S)N(C(C)CC)C1=O (configuration not stated)
 : 0.75	29	25	-4	32	·	0.71	-18	-10
O=C(CCC(=O)Nc1ccc(F)cc1)N/N=C/c1ccc(O)cc1O
 : 0.95	-1	5	-3	11	11	1	2	0
O=S(=O)(c1ccccc1)C1(S(=O)(=O)c2ccccc2)CCCC1
 : 1.1	-21	-5	-2	-3	-19	1.2	-4	-1
CC1(C)Cc2ccccc2-c2n[nH]c(=S)n21
 : 1	9	-3	-1	17	1	0.91	56*	-8
CCOC(=O)c1c(C)[nH]c(C(=O)OCC(=O)Nc2ccc(Cl)cn2)c1C
 : 1.1	2	-5	-1	10	-7	0.98	-4	0
CCCCn1c(SCC(=O)Nc2nnc(CC)s2)nc2ccccc2c1=O
 : 1	-7	-4	-1	1	1	1.1	4	0
O=C(c1noc2c1CCCC2)N1CCC(CO)(Cc2ccccc2Cl)CC1
 : 0.94	-9	6	1	22	1	1.1	-6	-3
O=C(O)COc1cccc(/C=C2/SC(=S)N(Cc3ccccc3)C2=O)c1
 : 0.87	-5	13	-4	24	9	1.1	-3	1
CCS(=O)(=O)Nc1ccc(C(=O)NCCSc2ccccc2)cc1
 : 1.1	0	-7	0	-9	1	1	-13	-5
COc1ccc2nc(C)cc(Nc3ccc(N4CCOCC4)cc3)c2c1
 : 0.92	12	8	-1	22	-1	0.88	3	8
Cc1ccccc1OCC(O)CN1CCN(CC(O)COc2ccccc2C)C(C)C1 (configuration not stated)
 : 1.1	3	-12	-4	28	2	0.97	-4	-3
Oc1ccc(Br)cc1Cn1nnc2ccccc21
 : 1.1	4	-8	-3	23	1	0.96	-8	-3
O=[N+]([O-])c1nn(-c2ccc(Cl)cc2)n(O)c1=NCc1cccnc1
 : 0.98	3	2	0	-9	1	0.97	-6	-2
O=C(c1ccc2c(c1)OCO2)N1CCN(c2ccc(F)cc2)CC1
 : 0.98	10	2	0	-9	1	0.9	0	-1
COc1ccc(-n2nnnc2CNC(=O)c2ccc3c(c2)OCO3)cc1
 : 1	8	-1	-2	13	1	0.92	-11	0
Cc1cccc(NC(=O)Nc2cc(C)on2)c1
 : 1.1	-3	-12	2	21	2	1	-4	-6
CC(=O)N1c2ccc(S(=O)(=O)NCCC(=O)Nc3ccc(C)c(Cl)c3)cc2CC1C (configuration not stated)
 : 1.1	-11	-5	0	6	-1	1.1	-5	-3
O=C1CC(/C=C/c2ccc(Cl)cc2)=Nc2ccccc2N1
 : 0.94	-7	6	-6	39	-14	1.1	-7	-4
CSCCC(NS(=O)(=O)c1ccccc1F)C(=O)NCc1ccncc1 (configuration not stated)
 : 0.99	-4	0	5	23	-1	1	-2	1
Cc1ccc(OCCN2CCN(C(=O)CCC(=O)Nc3nnc(C)s3)CC2)cc1
 : 0.95	9	5	2	7	1	0.91	0	0
COc1cccc(OCc2cc(/C=N/NC(=O)c3ccn[nH]3)ccc2OC)c1
 : 1	1	-2	-2	8	1	0.99	46*	1
O=C(Nc1cccnc1)C1CCCN(S(=O)(=O)c2cccc3nsnc23)C1 (configuration not stated)
 : 1	-14	-2	-2	4	3	1.1	-6	-8
Cc1ccc2c(c1)C=CC(C)N2C(=O)c1ccccc1 (configuration not stated)
 : 1	6	-3	1	11	1	0.94	-4	-3
CN(C)/C=N/c1c(C#N)cnn1-c1nc2ccccc2s1
 : 0.96	-19	4	-2	17	0	1.2	-5	-2
COC(=O)c1ccc(C(NC(=O)OCc2ccccc2)/C(C)=C/[C@@H](C)C(=O)NCc2ccc(-c3ccccc3)cc2)cc1 (some centres not stated)
 : 1.2	20	-20	-5	-14	2	0.8	-12	-5
COc1cccc(/C=C/C(=O)c2cccc([N+](=O)[O-])c2)c1
 : 1	-7	0	-6	6	1	1.1	-3	-8
CC(=O)O[C@H]1CC[C@@]2(C)C(=CC[C@H]3[C@@H]4CC[C@H](C5(C)OCCO5)[C@@]4(C)CC[C@@H]32)C1
 : 1.1	-1	-11	-2	20	1	1	-13	-1
CC(C)(C)CC(C)(C)NC(=S)Nc1ccc(S(=O)(=O)N2CCOCC2)cc1
 : 2.2*	8	-115	-2	11	-1	0.92	-7	-5
CCN(CC)CCCn1c(=S)[nH]c2ncccc2c1=O
 : 1.1	-15	-7	-2	-5	5	1.2	-5	-5
Cc1ccc(S(=O)(=O)N2CCOCC2)cc1NC(=O)COC(=O)C1COc2ccccc2O1 (configuration not stated)
 : 0.95	-2	5	-4	2	1	1	4	5
O=C(Nc1ccc(Oc2cccnc2)cc1)C1CCN(Cc2ccccc2F)CC1
 : 1.2	-26	-24	-1	18	-2	1.3	-1	0
CSc1ccc(Cl)c(C(=O)NCCOc2cc(C(C)C)ccc2C)c1
 : 1	12	-1	-7	12	-8	0.89	-8	0
Cc1cc(=O)[nH]c(SCCOc2cccc(C(F)(F)F)c2)n1
 : 0.93	14	7	-3	18	2	0.86	2	1
O=C(OCn1cncn1)c1ccc(Cl)cc1Cl
 : 0.94	-11	6	3	20	3	1.1	-3	-1
CCOC(=O)C1CCCN(CCC(=O)Nc2ccc(C)cc2)C1 (configuration not stated)
 : 0.97	-42	3	1	10	2	1.4	-4	1
CCC1C(=O)C(CC)C(c2ccccc2)NC1c1ccccc1 (configuration not stated)
 : 1.1	0	-7	3	0	2	1	-3	0
CCOc1ccc(OCC)c(N=c2oc3c(C)ncc(CO)c3cc2C(N)=O)c1
 : 1	2	-4	1	11	-4	0.98	1	1
COC(=O)c1cc2nc(-c3ccccc3)cc(C(F)(F)F)n2n1
 : 1	-5	-3	-2	40	-3	1.1	-7	-4
C/C(=N/NC(=O)C1CC1(c1ccccc1)c1ccccc1)c1cccs1 (configuration not stated)
 : 0.91	-2	9	-6	-7	1	1	-3	0
CCOC(=S)SCC(=O)N1CCc2ccccc2C1C1C(=O)CCCC1=O (configuration not stated)
 : 0.89	-29	11	-2	-17	1	1.3	-5	-4

# The list continues.
# Under each structure – mIAP act	hIAP inh	mIAP block	MIN6 prolif	NLRP3 yeast inh	SENP1 inh	hIAP act	APOBEC3G inh	A3A deaminase
CC(C)C[C@H](NC(=O)c1nc[nH]c1C(=O)NC1CCN(C(=O)OC(C)(C)C)CC1)C(=O)OCc1ccccc1
 : 0.91	-58	9	-7	15	-2	1.6	-10	-3
O=C(Cc1ccc(Cl)cc1)Nc1ccc(-c2nnc(-c3ccco3)o2)cc1
 : 0.91	12	10	-2	0	0	0.88	-5	-1
COc1ccc(CC(=O)NNS(=O)(=O)c2ccc3ccccc3c2)cc1OC
 : 1.1	-1	-9	2	4	0	1	-1	1
Cc1nn(C(C)C(=O)N2CCN(c3ccccn3)CC2)c(=O)c2cc3occc3n12 (configuration not stated)
 : 0.95	5	5	-2	24	-1	0.95	-6	-2
CCCCc1nc2cc(C(=O)NCc3ccccn3)ccc2o1
 : 0.96	-36	4	0	16	1	1.4	-2	-3
CN(CC(=O)Nc1ccc(Cl)c(C(F)(F)F)c1)C(=O)CCN1C(=O)C2CCCCC2C1=O (configuration not stated)
 : 1.1	0	-14	-1	11	1	1	-5	0
Cc1ccc(-n2nc3c(c2NC(=O)c2ccccc2Br)CS(=O)C3)cc1 (configuration not stated)
 : 0.88	8	12	-3	5	3	0.92	-2	-1
Cc1ccc(NC(=O)COC(=O)C2CSC3(C)CCC(=O)N23)c(C)c1 (configuration not stated)
 : 1.1	1	-12	5	7	-1	0.99	-10	-3
CC(c1nnc(SCC(=O)N2CCc3ccccc32)n1-c1ccc(Cl)cc1)N(C)C (configuration not stated)
 : 1.1	-9	-6	-1	26	0	1.1	-3	-3
O=C(O)C1CC(=O)N(c2ccc3c(c2)OCCO3)C1 (configuration not stated)
 : 1	9	-4	0	-8	1	0.91	4	12
CCC(c1nnnn1Cc1ccco1)N1CCN(c2cc(Cl)ccc2C)CC1 (configuration not stated)
 : 1	-23	0	-4	-6	0	1.2	-8	-3
CCCNC(=O)c1nn2c(C(F)(F)F)cc(-c3ccccc3)nc2c1Cl
 : 0.99	4	1	-2	30	-45	0.96	-5	0
C#Cc1ccc([C@H]2C=C(C(=O)N3CCN(Cc4ccc5c(c4)OCO5)CC3)O[C@@H](OCc3ccc(CO)cc3)C2)cc1
 : 1	17	-1	-6	12	-9	0.83	-8	-4
Cc1ccc(Cl)cc1NC(=S)N(CCN(C)C)C(C)c1ccccn1 (configuration not stated)
 : 1	-6	-3	-3	12	2	1.1	3	8
CCOc1ccccc1CNC(=O)CCN1C(=O)COc2ccccc21
 : 1.1	16	-13	-2	-11	2	0.84	-4	2
Cn1nc(C(F)(F)F)c2cc(C(=O)Nc3ccc(F)c(Cl)c3)sc21
 : 1.1	-2	-8	-6	-6	3	1	-8	-5
COCCn1c(SCC(=O)Nc2ccc(N3CCOCC3)cc2)nc2ccccc21
 : 0.96	-1	4	-2	10	0	1	-2	-5
COC(=O)c1ccccc1NC(=O)c1ccccc1N(C)S(C)(=O)=O
 : 1	-16	-4	-1	7	3	1.2	0	-6
Cc1cccc2sc(NC(=O)C3CCCO3)nc12 (configuration not stated)
 : 0.88	-5	12	-2	36	0	1.1	-6	-2
CCCCN(C)CCNC(=O)CSCc1ccc(C)cc1
 : 0.95	-20	5	3	7	1	1.2	-4	0

# Screening results (PubChem BioAssay)

# Some of the compounds tested, so the mix of outcomes need not match the whole.
